# a7 integrin act = activators of alpha7 integrin expression for muscular dystrophy. 350,000 compounds, 0.064% hits. alpha7betagal myoblasts, beta-gal FDG fluorescence, 48 h. Potency, µM (titrated, usually from 38.3 µM), without a hit: at the top dose activation, usual class: activators;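 also: potency is read from the fitted curve at half-maximal effect; 100% = response of the positive control SU9516; nearly all actives have a fitted effect of over 60% in size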
#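 Alpha7betagal+/- myoblasts (passage 13) were plated 16-24 hr, then exposed to compounds (1:260 dilution of DMSO stock) for 48 hours at 37C. After MPER lysis, β-galactosidase reporter activity was read as FDG fluorescence (ex 480/em 540) after 30 minutes.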
# CXXC DNA block = MLL CXXC-DNA interaction inhibition | Q03164 | MLL-CXXC / FITC-HOXA9 DNA fluorescence polarization | Potency, µM (highest dose often 115 µM), for inactives: at the highest dose activity change, negative = inhibition, most hits filed as inhibitors | 290,000 compounds, 0.037% hits; active = well fitted inhibition curve with a large enough effect in the polarisation, with a control signal flat, not every such curve was filed as active; inconclusive = small, poorly fitted or top-dose-only effect, or effect the other way, or a change in a side signal; inactive = no such curve, though single readings can be large or run the other way; the % refers to the polarisation; also: potency is read from the fitted curve at half-maximal effect
#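 Purified MLL-CXXC (added from a 7 uM solution) was preincubated 5 min at ambient with pinned compounds in 50 mM Tris-HCl pH 7.5, 50 mM NaCl, 1 mM DTT, 0.05% BSA. Fluorescein-labeled HOX-A9 DNA (50 nM solution) followed, 30 min, then polarization read.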
# MBNL1-CUG inh = MBNL1-poly(CUG) RNA binding inhibition | TR-FRET MBNL1-His/biotin-(CUG)12 binding, 665/545 ratio | Potency, µM (doses to about 57.5 µM), for inactives: top-dose activity change, negative = inhibition, usual class: inhibitors | 280,000 compounds, 0.036% hits; active = well fitted inhibition curve with a large enough effect in the signal ratio, with a control signal flat, not every such curve was filed as active; inconclusive = small, poorly fitted or top-dose-only effect, or effect the other way, or a change in a side signal; inactive = no such curve, though single readings can be large or run the other way; the % refers to the signal ratio; also: potency is read from the fitted curve at half-maximal effect; % is scaled to controls: 0 for no effect and ±100 for the full control effect
#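 Ratiometric TR-FRET (665 over 545 nm, excitation 340 nm) tracks disruption of MBNL1-His/biotin-(CUG)12 complex after 60 min at room temperature, with compounds at 92 nM to 58 uM final.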
# ASM inhibitor = inhibitors of human secretory acid sphingomyelinase | P17405 | placental ASM, HMU-PC fluorogenic substrate, 60 min | Potency, µM (series often up to 57.5 µM), for the others: top-dose activity change, negative = inhibition, actives largely listed as inhibitors | 340,000 compounds, 0.006% hits | AID 504937; also: potency is read from the fitted curve at half-maximal effect
#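 Fluorogenic HMU-PC substrate (9 uM final) is turned over by placental ASM in 60 min at 37 C after a 10 min compound preincubation. Reaction ended by alkaline stop (pH 10), with fluorescence read at 386/447 nm.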
# TRPV1 ag = activates the human vanilloid receptor TRPV1; Q8NER1; 320,000 compounds, 0.19% hits; TRPV1-expressing cells, Fluo-8 calcium influx, agonist mode; activation, % at 8.33 µM; AID 540275; in the data active = activation above about 80%; inconclusive = between about 30% and that limit; also: 0% is about no effect
#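 Cells expressing TRPV1 were dye-loaded with Fluo-8 and read kinetically: 10 s baseline, 3 min after compound (agonist portion), then 2 min after EC20 capsaicin (allosteric enhancer portion). Calcium-bound dye fluorescence at 480/520 nm.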
# KCNH2 3.1 inh = KCNH2 3.1 (human) potassium channel inhibition | 340,000 compounds, 0.95% hits | U2OS KCNH2 3.1, thallium flux FluxOr; active compounds read low | activity change, % (tested at about 1.8 µM);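 active = maximum activity change below -70%; inconclusive = maximum activity change from -70% to -50%; inactive = maximum activity change above -50%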;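 also: thallium influx rate constant from kinetic fluorescence after stimulation buffer; % is scaled to controls: 0 for no effect and ±100 for the full control effect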
#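 Kinetic fluorescence (2 min after stimulation buffer) measures Tl+ influx through KCNH2 3.1 expressed by viral transduction in U2OS cells; the rate constant is normalized against DMSO controls serving as positive and negative references.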
# hERG WT inh = blocks the wildtype human KCNH2 potassium channel; U2OS, BacMam KCNH2, thallium flux FluxOr; active compounds read low; activity change, % at 1.84 µM; 340,000 compounds, 0.37% hits;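 active = maximum activity change below -70%; inconclusive = maximum activity change between -70% and -50%; inactive = maximum activity change above -50%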; also: % is scaled to controls: 0 for no effect and ±100 for the full control effect
#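 U2OS cells transduced with wild-type KCNH2 virus are loaded with FluxOr dye for 45 min, and thallium flux is measured in kinetic reads before and after stimulation buffer. Rate constants are normalized to DMSO controls.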
# GALK inh = galactokinase (human) inhibition | Potency, µM (series often up to 57.5 µM), inactives show at the top dose activity change, negative = inhibition, usual class: inhibitors | 270,000 compounds, 0.007% hits | AID 1868 | Purified GALK, Kinase-Glo residual ATP luminescence; also: potency is read from the fitted curve at half-maximal effect; % is scaled to controls: 0 for no effect and ±100 for the full control effect
#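 Compounds were pin-transferred into ATP buffer (35 uM final), then GALK plus galactose (5 nM, 100 uM final) was added. After 1 h at room temperature, Kinase-Glo Plus was added and luminescence read after 10 min.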
# A-T KAP1 phos = potential ataxia-telangiectasia treatments restoring KAP-1 phosphorylation; […] A-T fibroblasts, KAP-1 phosphorylation AlphaLISA; neocarzinostatin DNA damage 30 min before lysis; AID 485349; Potency, µM (top dose mostly 57.5 µM), without a hit: at the highest dose activation, usual class: activators; 320,000 compounds, 0.19% hits; also: potency is read from the fitted curve at half-maximal effect; % of control where 0% means no effect; nearly all actives have a fitted effect of over 45% in size
#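 hTERT-immortalized A-T patient fibroblasts ([…]), 500 cells/well in OPTI-MEM, 1% FBS, got compounds for 60 min, then NCS for 30 min at 37C. Lysates were then assayed for phospho-KAP-1 by AlphaLISA (anti-pKAP1 donor, anti-KAP1 acceptor beads), 6 hr at 25C.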
# Coupling enz = coupling enzyme interference in Giardia aldolase counter-screen; AID 2472; activity change, negative = inhibition, % at 58.2 µM, hits read low; 290,000 compounds, 0.67% hits; coupling enzyme system counterscreen, AmpLite Red fluorescence; in the data active = activity change below about -30%; also: % is scaled to controls: 0 for no effect and ±100 for the full control effect
#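 Activity here indicates interference with the coupling reaction, not aldolase inhibition. Compounds at 57.5 uM final met coupling enzymes for 10 min at RT; substrate and AmpLite Red detection followed, with a 525/598 nm fluorescence read after 20 min.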
# Numbers without * were called inactive; u = inconclusive; x = no result given; [ ] = remark or other dose. Unless noted, calls follow the shape of the dose curve; as a rule, active = well fitted curve in the direction sought with a large enough effect; inconclusive = small, poorly fitted or top-dose-only effect, or another doubt; inactive = no such curve, though single readings can be large; an effect the other way counts as inactive or inconclusive. Rows were taken by chance; about 2% have a hit in one of these screens.
# Preview, five compounds:
SMILES,a7 integrin act,CXXC DNA block,MBNL1-CUG inh,ASM inhibitor,TRPV1 ag,KCNH2 3.1 inh,hERG WT inh,GALK inh,A-T KAP1 phos,Coupling enz
CCCn1c(-c2cccc([N+](=O)[O-])c2)nc2c1c(=O)[nH]c(=O)n2Cc1ccccc1,-7%,9%,9%,-8%,3,-26,2,0%,-10%,1
Cc1nc(C)c(CCNC(=O)c2ccc(C(F)(F)F)cc2)s1,4%,3%,-1%,1%,2,10,9,-2%,-1%,2
Cc1onc(C(=O)NN)c1C(=O)Nc1ncc(C(F)(F)F)cc1Cl,-32%,11%,-6%,0%,-1,-2,17,-1%,0%,0
CC1Cc2ccccc2N1CC(=O)NC(=O)NCc1ccco1 (configuration not stated),-34%[inhibitor],0%,9%,-1%,-1,3,-8,0%,2%,0
COc1ccc(C(C)=O)cc1COC(=O)c1cc(C)nc2ccccc12,29%,-3%,2%,0%,15,10,-15,15%,8%,-1

# All compounds of this part, previewed entries included:
SMILES,a7 integrin act,CXXC DNA block,MBNL1-CUG inh,ASM inhibitor,TRPV1 ag,KCNH2 3.1 inh,hERG WT inh,GALK inh,A-T KAP1 phos,Coupling enz
CCCn1c(-c2cccc([N+](=O)[O-])c2)nc2c1c(=O)[nH]c(=O)n2Cc1ccccc1,-7%,9%,9%,-8%,3,-26,2,0%,-10%,1
Cc1nc(C)c(CCNC(=O)c2ccc(C(F)(F)F)cc2)s1,4%,3%,-1%,1%,2,10,9,-2%,-1%,2
Cc1onc(C(=O)NN)c1C(=O)Nc1ncc(C(F)(F)F)cc1Cl,-32%,11%,-6%,0%,-1,-2,17,-1%,0%,0
CC1Cc2ccccc2N1CC(=O)NC(=O)NCc1ccco1 (configuration not stated),-34%[inhibitor],0%,9%,-1%,-1,3,-8,0%,2%,0
COc1ccc(C(C)=O)cc1COC(=O)c1cc(C)nc2ccccc12,29%,-3%,2%,0%,15,10,-15,15%,8%,-1
N#CC1=C(N)C(C#N)(C#N)C(c2cccnc2)C2CN(C(=O)OCc3ccccc3)CC=C12 (configuration not stated),-21%,-3%,18%,61%[activator],-3,-6,1,2%,3%,1
O=[N+]([O-])c1ccc(-c2nn(-c3ccccc3)cc2/C=N/n2c(-c3cccs3)n[nH]c2=S)cc1,u,-1%,9%,-2%,-1,-3,-6,5%,-8%,4
Cc1cc(C)c(C#N)c(SCC(=O)c2cccs2)n1,15%,3%,u,-8%,8,6,-1,-2%,-1%,1
COc1ccc(C2=NO[C@@H]3C(=O)N(c4c(C)cccc4C)C(=O)[C@H]23)cc1OC,-4%,-9%,10%,-4%,1,-13,-9,6%,1%,-1
COc1ccc(-n2c(N)c(-c3nc4ccccc4n3C)sc2=S)cc1,4%,-5%,5%,-2%,3,-13,6,0%,8%,1
CCc1nn(-c2ccccc2)c(=S)c2ccccc12,7%,-1%,14%,3%,-1,9,-5,7%,2%,0
[O-][n+]1c2ccccc2c2n1CCN1CCOC21c1ccc(Cl)cc1 (configuration not stated),2%,x,x,2%,2,-12,4,x,-7%,x
CCC(C)NC(=O)c1ccc(CSCc2ccc(Cl)cc2)o1 (configuration not stated),15%,5%,5%,-6%,28,-6,-4,1%,-4%,2
CCCn1c(=O)c(C(=O)NCC2CCCO2)c(O)c2ccccc21 (configuration not stated),u,16%,-3%,-3%,-5,0,3,-1%,-2%,-1
CC1CC2OC2CC1COC(=O)C1CC2OC2CC1C (configuration not stated),7%,x,x,-3%,x,-1,-2,x,x,x
CCCC(=O)Nc1cnc(NC(=O)c2cccc(F)c2)cc1C,-1%,-1%,0%,1%,1,-34,0,6%,x,-4
C#CCOCCOCCOCCNc1nc(N2CCN(C(=O)[C@H](C)n3cc(CCCN=C(N)N)nn3)CC2)nc(N2CCN(C(=O)[C@H](CCCCN)n3cc(CCCC)nn3)CC2)n1,x,23%,-11%,x,-5,x,x,x,-14%,2
Cc1[nH]c2ccccc2c1/C=C/c1nc2ccccc2c(=O)n1-c1cccc([N+](=O)[O-])c1,-12%,-21%,x,-4%,0,-17,-1,-1%,-1%,-2
CCCCN(CC)S(=O)(=O)c1ccc(C(=O)Nc2nnc(-c3cccs3)o2)cc1,-32%,-20%,15%,-1%,-3,-3,-9,2%,x,22
Cc1cc([N+](=O)[O-])ccc1NC(=O)CCC(=O)N1CCCCC1,-7%,12%,u,4%,-2,4,-1,-5%,10%,-1
O=C(CCNC(=O)c1ccccc1Cl)Nc1cccc(S(=O)(=O)N2CCCC2)c1,17%,x,x,1%,5,16,3,x,9%,x
O=C(Nc1ccccc1)Nc1nnc(SCc2ccc(Cl)cc2)s1,-3%,6%,x,1%,1,31,-6,0%,-1%,1
CCOC(=O)N1CCN(C(=O)CS(=O)(=O)c2cn(Cc3cccc(F)c3)c3ccccc23)CC1,11%,17%,-5%,2%,-2,6,-7,-1%,0%,4
c1ccc(-n2c(Cc3cn4ccsc4n3)nnc2N2CCOCC2)cc1,6%,-1%,9%,5%,1,6,-2,2%,8%,-1
Cc1csc(SCc2nc3scc(-c4ccccc4)c3c(=O)[nH]2)n1,7%,6%,-1%,1%,11,-10,-3,12%,-1%,-4
Cc1ccc(C(CC(=O)N2CCNCC2)c2ccccc2)c(O)c1C (configuration not stated),3%,2%,-11%,-4%,-1,-107*,-11,7%,-2%,1
Cc1ccn2c(NC(=O)C(C)(C)Oc3ccc(Cl)cc3)c(-c3cccs3)nc2c1,2%,-4%,x,-19%,u,-36,-15,0%,1%,-5
CCN(CC)c1ccc(/C=C(\C#N)C(N)=O)cc1,18%,u,u,8%,29,1,-1,-3%,-3%,0
c1ccc(OCCOCCOc2ccccc2)cc1,17%,x,x,9%,x,-1,-1,x,x,x
O=C(NCCc1ccccc1)C(=O)N/N=C/c1ccc2c(c1)OCO2,6%,34%[activator],-6%,2%,-2,6,4,x,5%,0
CCN(CC)c1ccc(NC(=S)NC(=O)C2CCC2)cc1,-35%,10%,-2%,-2%,9,-14,-11,-2%,0%,x
Cc1ccc2[nH]c(C(=O)N3CCCC(Nc4ccc(F)cc4)C3)cc2c1 (configuration not stated),18%,-4%,-3%,-16%,u,7,0,-1%,16%,-1
CCOC(=O)[C@H]1[C@H]2COc3ccc(Cl)cc3[C@@H]2N2C(=O)c3cc(C)ccc3NC(=O)[C@@]12C,-7%,x,x,0%,u,4,-11,x,16%,x
O=C(N/N=C/c1cccs1)c1n[nH]c2c1CCCC2,-8%,-4%,u,-1%,u,-1,-1,x,21%,-1
CSc1ccc(C#N)cc1NC(=O)c1ccc(Cl)cc1,-7%,8%,11%,0%,-3,-20,1,1%,-10%,3
Cc1cc(C)n(-c2nc(NCCCN(C)C)c3c4c(sc3n2)COC(C)(C)C4)n1,0%,-1%,-9%,0%,-7,-8,-1,-1%,-15%,-1
O=C(Cn1cnc2c(OCc3ccccc3)ncnc21)N1CCN(c2ccccn2)CC1,23%,x,x,-10%,x,4,18,x,14%,x
COc1cc(C(=O)Nc2cc(S(=O)(=O)N3CCOCC3)ccc2N2CCOCC2)ccc1OC(F)F,13%,x,x,2%,x,5,6,x,x,x
CCCCOc1ccc(Nc2nc(C)cc(C)c2C#N)cc1,-25%,0%,15%,97%[activator],-2,-25,7,0%,2%,2
NS(=O)(=O)c1ccc(NCC2COc3ccccc3O2)c([N+](=O)[O-])c1 (configuration not stated),u,0%,u,-18%,-4,2,13,3%,3%,1
CC1(C)CC[C@]2(C(=O)n3ccnc3)CC[C@]3(C)[C@H](C(=O)C=C4[C@@]5(C)C=C(C#N)C(=O)C(C)(C)[C@@H]5CC[C@]43C)[C@@H]2C1,-52%[inhibitor],x,x,-2%,x,0,6,x,x,x
c1ccc(CN2CCc3[nH]c4ccccc4c3C2)cc1,-11%,x,x,22%,x,0,19,x,x,x
O=C(NNS(=O)(=O)c1ccc2ccccc2c1)C1CCN(Cc2ccccc2)CC1,18%,-1%,2%,5%,x,-4,26,-2%,9%,1
O=C(CC1CCCC1)N1CCCC(Nc2cccc(F)c2)C1 (configuration not stated),-3%,0%,6%,1%,84*,-6,-6,-3%,12%,x
COc1ccc(NC(=O)CSCC(=O)N(C)CC(=O)Nc2c(C)cccc2C)cc1,-7%,x,x,10%,-1,20,-15,x,-3%,x
Cc1ccc2c(c1)[nH]c1c(N3CCN(Cc4ccccc4)CC3)ncnc12,-47%[inhibitor],-2%,-9%,-3%,3,-7,8,4%,11%,-1
O=C(OCc1cc(=O)n2c(n1)sc1ccccc12)c1ccc2c(=O)n3c(nc2c1)CCC3,-24%,8%,36%[activator],5%,-3,3,-2,4%,4%,0
